Screening results as filed in PubChem.
CHO-K1 Ca antag – M1 antagonist counterscreen hit in parental CHO-K1 cells | ATP-induced calcium, Fluo-8 fluorescence | 360,000 compounds, 0.6% hits | inhibition, % at 3 µM | AID 602250;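 active means inhibition above a per-plate cutoff, the plate's mean sample inhibition plus 3 SD, cut at about 24% in these data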;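 further: 0% = DMSO plus EC80 ATP and 100% = DMSO alone without ATP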
CHO parental Ca – counter-screen for OX1R antagonists: effect in parental CHO cells; AID 463079; parental CHO-K1, ATP-induced calcium, Fluo-8 fluorescence; inhibition, % at 5.6 µM; 330,000 compounds, 0.63% hits;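 active means inhibition above that plate's mean sample inhibition plus 3 SD, cut at about 26% in these data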;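 further: 0% = ATP-challenged DMSO wells and 100% = DMSO wells without ATP; some compounds past the cut are filed as inactive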
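Test system: untransfected parental CHO cell line; also added: ATP stimulus; dosing: 5.6 µM, single dose; signal: calcium-sensitive Fluo-8 fluorescence; measure: percent inhibition of ATP-evoked calcium rise, normalized to controls; benchmarks: low control ATP plus DMSO, high control DMSO only; replication: one well per compound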
CHRM1 antagonist – antagonists of human M1 muscarinic receptor. P11229. CHO-K1 hM1, Fluo-8 calcium fluorescence, ACh EC80 antagonist. inhibition, % at 3 µM. 360,000 compounds, 1.3% hits. AID 588852;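 active means percent inhibition above its own plate's cutoff, namely the mean of that plate's compound wells plus 3 SD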;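 further: peak over basal fluorescence ratio during 140 s after agonist addition; 0% = ACh EC80 plus DMSO and 100% = DMSO alone without agonist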
M1 PAM parental – nonselective activator or artifact in parental CHO-K1 calcium assay | 360,000 compounds, 0.02% hits | activation, % at 3 µM | AID 602247 | ATP EC20, Fluo-8 calcium fluorescence; 0% at ATP EC20, 100% at ATP max;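 active means activation above the run cutoff, the mean activation of all test compounds plus 3 SD, cut at about 40% in these data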;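 further: peak over basal fluorescence ratio in a 140 s read after ATP addition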
TAAR1 antagonist – human TAAR1 antagonism. CHO RD-HGA16 TAAR1, Fluo-8 calcium fluorescence, antagonist. inhibition, % at 3 µM. 360,000 compounds, 1.5% hits;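 active means inhibition above a per-plate cutoff, the mean inhibition of test compounds on that plate plus 3 SD, cut at about 49% in these data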;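 further: 0% = DMSO plus EC80 beta-PEA response and 100% = DMSO alone without agonist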
Target sequence (Q96RJ0 whole entry, looked up): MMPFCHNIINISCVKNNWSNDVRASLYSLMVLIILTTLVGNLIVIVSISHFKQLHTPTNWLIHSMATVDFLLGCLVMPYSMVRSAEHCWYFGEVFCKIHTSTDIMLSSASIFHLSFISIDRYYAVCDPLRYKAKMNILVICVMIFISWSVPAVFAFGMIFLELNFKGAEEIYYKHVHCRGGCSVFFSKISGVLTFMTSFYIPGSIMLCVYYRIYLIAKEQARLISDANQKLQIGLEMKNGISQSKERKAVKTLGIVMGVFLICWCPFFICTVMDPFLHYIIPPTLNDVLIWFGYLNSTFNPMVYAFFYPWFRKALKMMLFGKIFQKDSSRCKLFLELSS
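Material: RD-HGA16 CHO cells with stable hTAAR1 and Gα16; Dosing: single nominal final test compound concentration of 3 µM; Schedule: seeding 17-24 h prior, 75-min 37 °C, 30-min RT dye loading; Detection: kinetic Fluo-8 calcium fluorescence measurement; Measure: % inhibition from peak post-agonist over basal fluorescence ratio; Benchmarks: vehicle and agonist controls.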
OXTR potentiate – potentiates the human oxytocin receptor response; activation, % at 3 µM; 320,000 compounds, 0.061% hits; CHO-OTR cells, Fluo-8 calcium fluorescence, potentiator mode; 0% = oxytocin EC15, 100% = EC100; AID 2445; P30559;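 active means activation above that plate's cutoff, the mean activation of tested compounds plus 3 SD, cut at about 6.6% in these data, passing the limit was not always enough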;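 further: 100% uses oxytocin at 75 nM as the full agonist control; some results filed as inactive read as strong as hits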
Target sequence (P30559 whole entry, looked up): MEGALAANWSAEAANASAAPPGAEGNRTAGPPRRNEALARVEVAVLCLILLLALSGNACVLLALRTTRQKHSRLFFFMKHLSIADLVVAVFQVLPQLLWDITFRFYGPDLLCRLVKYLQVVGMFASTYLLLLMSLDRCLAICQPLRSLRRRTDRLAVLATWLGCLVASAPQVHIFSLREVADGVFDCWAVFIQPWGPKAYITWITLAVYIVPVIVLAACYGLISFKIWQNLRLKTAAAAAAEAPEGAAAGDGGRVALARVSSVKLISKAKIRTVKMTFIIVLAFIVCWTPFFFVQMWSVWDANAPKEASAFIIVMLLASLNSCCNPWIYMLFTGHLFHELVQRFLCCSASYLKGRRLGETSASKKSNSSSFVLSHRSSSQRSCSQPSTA
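Assay system: CHO cell line stably expressing human OTR. Reagent: EC15 oxytocin agonist. Dosing: single dose, 3.0 µM nominal final compound concentration. Timing: compound 6 min at room temperature before oxytocin, 100 s read. Signal: kinetic Fluo-8 calcium fluorescence. Controls: oxytocin EC15 low and EC100 high.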
TAAR1 agonist – human TAAR1 agonism | 360,000 compounds, 0.99% hits | Q96RJ0 | AID 624467 | CHO RD-HGA16 TAAR1, Fluo-8 calcium fluorescence; vehicle wells 0%, saturating PEA agonist 100% | activation, % at 3 µM;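 active means activation above the mean activation of all test compounds in the run plus 3 SD, cut at about 38% in these data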
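Assay system – CHO-derived RD-HGA16 cells with stable Gα16 and human TAAR1 · Compound dosing – one-point dosing at 3 µM (nominal) · Incubation – 17-24 h seeding, 75 min 37 °C dye, 30 min RT · Measured by – kinetic Fluo-8 calcium fluorescence · Control set – DMSO vehicle as 0%, PEA at EC100 as 100% · Repeats – single well for each compound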
CHO-K1 Ca ag – counter-screen for M1 agonists: effect in parental CHO-K1 cells. Fluo-8 calcium fluorescence; scaled to maximal ATP response, vehicle zero. 360,000 compounds, 0.48% hits. activation, % at 3 µM. AID 602248; in the data active means activation above about 15%;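 further: untransfected CHO-K1 host cells lacking M1 receptor as counterscreen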
M1 ag – human M1 muscarinic receptor agonism. CHO-K1 hM1, Fluo-8 calcium fluorescence, agonist mode; 0% DMSO, 100% acetylcholine EC100. activation, % at 3 µM. 360,000 compounds, 0.33% hits. AID 588814;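 active means activation above the run's mean compound activation plus 3 SD, cut at about 16% in these data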;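 further: peak over basal fluorescence ratio within a 140 s kinetic read after compound addition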
The depositor's hits bear a star; · = not tested or not shown.

SMILES | CHO-K1 Ca antag | CHO parental Ca | CHRM1 antagonist | M1 PAM parental | TAAR1 antagonist | OXTR potentiate | TAAR1 agonist | CHO-K1 Ca ag | M1 ag
CC1Cc2ccccc2N1S(=O)(=O)c1cccc(C(=O)NCc2ccco2)c1 (stereo not drawn) | -6 | -18 | -13 | -11 | -2 | -5 | -1 | 0.1 | -3
CCCCCCOC(=O)Sc1nc2ccccc2o1 | 1 | -1 | -5 | 12 | -12 | 1 | 7 | -0.1 | -5
Cc1ccc(S(=O)(=O)NCc2nc3ccccc3[nH]2)cc1 | 14 | -11 | -4 | 10 | 9 | -5 | 2 | 0.4 | 3
CC(=O)NC(CCS(C)(=O)=O)C(=O)Nc1cccc(C(C)=O)c1 (stereo not drawn) | -1 | -10 | -5 | -2 | -27 | -1 | 16 | 0.4 | -2
O=C(NCc1ccncc1)c1nc(-c2ccc(C(F)(F)F)cc2)no1 | 10 | 2 | 4 | 4 | 4 | -12 | 12 | 6.9 | -1
Cc1c(C(C)(C)C)c(C=S)n2ccccc12 | 3 | -15 | -11 | 5 | 6 | -2 | -1 | 0.1 | -7
COCCN1C(=O)c2oc3ccccc3c(=O)c2C1c1cccc(O)c1 (stereo not drawn) | -5 | -15 | -13 | 14 | -2 | 11 | 0 | 0.1 | -2
O=C(CSCc1ccc(Cl)cc1)NCCSCc1ccco1 | -15 | -18 | -4 | -13 | -16 | -4 | -3 | 0.2 | -6
CCN1C(=O)NC(c2ccccc2)C1=O (stereo not drawn) | -14 | -12 | -44 | 19 | -19 | -7 | 2 | 0.5 | 3
CS(=O)(=O)N(CCc1ccccc1)CC(=O)NCC1CCCO1 (stereo not drawn) | 5 | -5 | 5 | 6 | 2 | -10 | 2 | 0.2 | -2
O=C(NCC(c1ccco1)N1CCCC1)c1cccc(S(=O)(=O)N2CCOCC2)c1 (stereo not drawn) | 12 | -2 | 6 | -12 | -11 | -4 | 10 | 0.0 | -8
COc1ccc(N)cc1-n1c(C)ccc1C | -7 | -1 | -8 | 15 | -11 | 1 | 4 | -0.3 | -1
O=C1C=C(Nc2cccnc2)c2ccccc2C1=O | 8 | · | -6 | 4 | 0 | · | 3 | 0.0 | 5
Cc1nc(NC(C)c2ccccc2)c2oc3ccccc3c2n1 (stereo not drawn) | 7 | 26 | 14 | 14 | -3 | -20 | 3 | 2.1 | -2
Cc1ccc(C(=O)N(CC(C)C)c2nc3ccccc3s2)o1 | -17 | -25 | -7 | 11 | -17 | 2 | 0 | 1.3 | -3
Cc1cc(C)nc(-n2nc(C)c(C3(O)C(=O)Nc4ccc(F)cc43)c2N)n1 (stereo not drawn) | 13 | -7 | -24 | -4 | 1 | -5 | 8 | 0.1 | -1
CC(NC(=O)/C(C#N)=C/c1ccc(Cl)c([N+](=O)[O-])c1)c1ccccc1 (stereo not drawn) | · | -10 | · | · | 21 | -5 | 39* | · | ·
CCCOc1ccc(-c2nnn(CC(=O)OCC)n2)cc1 | -3 | 14 | 7 | -1 | 0 | -4 | -1 | 0.0 | -6
COc1cccc(NC(=O)COc2ccc(C)cc2)c1 | 2 | -10 | -10 | 6 | 1 | -9 | 10 | 2.1 | 2
CC(=O)c1ccc(OCC(=O)N(CCC2=CCCCC2)c2c(N)n(Cc3ccccc3)c(=O)[nH]c2=O)cc1 | 11 | -18 | -17 | -26 | -3 | -3 | 2 | 0.1 | -1
COc1cc(OC)c(C(=O)OCC(=O)Nc2cc(C)on2)cc1OC | 7 | 7 | -7 | -11 | 16 | -7 | 3 | 0.5 | -3
Cc1ccc2c(c1)NC(=O)C(CC(=O)NCCCN1CCCC1=O)O2 (stereo not drawn) | 2 | -4 | -12 | 21 | -14 | -3 | 0 | 0.8 | -6
Cc1nn2c(N3CCOCC3)cc(C(C)(C)C)nc2c1-c1ccc(Cl)cc1 | -11 | · | -3 | -4 | 0 | · | 0 | 1.0 | -1
Cc1cc(C(=O)CSc2n[nH]c(N)n2)c(C)n1C1CC1 | -7 | -30 | -6 | 12 | -15 | -4 | 3 | 0.1 | -5
CCN(CC)S(=O)(=O)c1cc(C)ccc1NC(=S)Nc1cccnc1 | -11 | -13 | 6 | 9 | 8 | -10 | 8 | 7.6 | -3

Ordered by number of heavy atoms (descending): 6 of the compounds above
SMILES | CHO-K1 Ca antag | CHO parental Ca | CHRM1 antagonist | M1 PAM parental | TAAR1 antagonist | OXTR potentiate | TAAR1 agonist | CHO-K1 Ca ag | M1 ag
O=C(NCC(c1ccco1)N1CCCC1)c1cccc(S(=O)(=O)N2CCOCC2)c1 (stereo not drawn) | 12 | -2 | 6 | -12 | -11 | -4 | 10 | 0.0 | -8
COCCN1C(=O)c2oc3ccccc3c(=O)c2C1c1cccc(O)c1 (stereo not drawn) | -5 | -15 | -13 | 14 | -2 | 11 | 0 | 0.1 | -2
CS(=O)(=O)N(CCc1ccccc1)CC(=O)NCC1CCCO1 (stereo not drawn) | 5 | -5 | 5 | 6 | 2 | -10 | 2 | 0.2 | -2
Cc1ccc(S(=O)(=O)NCc2nc3ccccc3[nH]2)cc1 | 14 | -11 | -4 | 10 | 9 | -5 | 2 | 0.4 | 3
CCCCCCOC(=O)Sc1nc2ccccc2o1 | 1 | -1 | -5 | 12 | -12 | 1 | 7 | -0.1 | -5
CCN1C(=O)NC(c2ccccc2)C1=O (stereo not drawn) | -14 | -12 | -44 | 19 | -19 | -7 | 2 | 0.5 | 3
